Dyrk1A ADPGlo: blocks rat Dyrk1A kinase activity | Q63470 | ADP-Glo luminescence, NFATc1 peptide | inhibition, % at 12.5 µM | 310,000 tested, 0.43% active | AID 504441; in the data active means inhibition above about 50%;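 further: plate controls were vehicle with enzyme for no effect and no enzyme for full effect; many of its hits are not listed in these tables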
Platelet DG rel: platelet dense granule release activity; human platelet-rich plasma, SFLLRN dense granule ATP release, luminescence; inhibition, %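 (compounds screened at 7.5 µM in platelet-rich plasma)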; 300,000 tested, 0.22% active;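 active means mean replicate score, as percent of positive control, at or above 50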
PolyA inh: yeast polyadenylation inhibition | S. cerevisiae SKY197-pL101 polyadenylation reporter, beta-gal luminescence; efflux-impaired pdr1/pdr3 knockout yeast; score 100 = 6 SD above DMSO | 300,000 tested, 0.02% active | AID 1875 | calls only at 12 µM;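 active means lowest replicate activity score at least 50, where 100 means six control SD above control mean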;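 further: yeast exposed to compound for 9 h at 30 °C; higher score means more reporter readthrough which indicates perturbed polyadenylation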
TRPC4 PAM: allosterically enhances the mouse TRPC4 cation channel. 310,000 tested, 0.42% active. Q9QUQ5. B-score at 10 µM. HEK293 TRPC4beta/mu-opioid, DAMGO EC20, Fluo-4 Ca2+ flux; hits give high values. AID 2227;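 active means B-score of calcium response area above 5 SD of library B-scores, with initial fluorescence ratio within 5 SD of library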;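 further: B-score of integrated fluorescence ratio over time as area under calcium response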
KCNQ1 act: potentiators or activators of human KCNQ1 potassium channel; P51787; CHO-K1 KCNQ1, thallium flux FluxOR fluorescence; hits give high values; B-score at 10 µM; 310,000 tested, 0.35% active; AID 2648;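 active means fluorescence ratio B-score, a plate-corrected score, at least three library SD, with initial intensity B-score within 5 SD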
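Assay system: CHO-K1 cells stably expressing KCNQ1; Medium: assay buffer with matched DMSO; Also added: K+/Tl+ depolarizing stimulus; Dosing: single dose; Timing: dye 90 min, compound 20 min, room temperature; Measured by: kinetic FluxOR thallium fluorescence, 10-s 1-Hz baseline, 110-s post-stimulus read; Read-out: peak-minus-minimum fluorescence over initial fluorescence, negative-control normalized, B-scored.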
TRPC4 act: opens the mouse TRPC4 cation channel; HEK293 TRPC4beta/mu-opioid, Fluo4 calcium fluorescence; hits give high values; Q9QUQ5; AID 2237; 310,000 tested, 0.49% active; B-score at 10 µM;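 active means B-score above 5 SD of library B-scores, and initial fluorescence ratio not above library mean plus 5 SD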;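 further: positive B-score marks a calcium rise read as TRPC4 activation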
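System – HEK293 cells stably co-expressing mouse TRPC4beta and mu-opioid receptor · Signal – Fluo4 calcium-sensitive dye fluorescence, kinetic, 1 Hz baseline · Benchmarks – buffer (low) and maximal DAMGO (high) · Read-out – B score of integrated fluorescence ratio per well · Incubation – dye loading 45 min room temperature, 110 s kinetic read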
KCNK3 block: human KCNK3 channel inhibition, primary screen | O14649 | CHO-KCNK3 thallium flux, FluxOR fluorescence; hits give low values | B-score at 10 µM | 340,000 tested, 0.84% active | AID 602410;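 active means B-score under library mean minus 4 SD, starting fluorescence ratio at most library mean plus 5 SD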;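 further: more negative B-score means stronger inhibition of thallium flux through KCNK3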
Target sequence (O14649 whole entry, looked up): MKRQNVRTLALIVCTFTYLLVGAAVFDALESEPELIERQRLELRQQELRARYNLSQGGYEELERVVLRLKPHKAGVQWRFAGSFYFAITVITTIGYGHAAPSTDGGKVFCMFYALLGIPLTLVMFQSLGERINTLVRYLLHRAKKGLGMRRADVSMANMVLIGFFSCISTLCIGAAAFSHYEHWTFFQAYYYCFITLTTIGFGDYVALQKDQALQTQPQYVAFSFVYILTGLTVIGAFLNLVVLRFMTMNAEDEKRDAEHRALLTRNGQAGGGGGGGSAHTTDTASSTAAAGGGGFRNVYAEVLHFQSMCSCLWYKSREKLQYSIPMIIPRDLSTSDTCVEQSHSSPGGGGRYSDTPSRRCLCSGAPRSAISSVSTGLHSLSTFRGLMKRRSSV
KCNQ1 inh: inhibitors of human KCNQ1 potassium channel. P51787. CHO-K1 KCNQ1, FluxOR thallium flux fluorescence; hits give high values. B-score at 10 µM. 310,000 tested, 1.3% active. AID 2642;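 active means compounds whose thallium flux B-score, printed positive for inhibition, exceeds three library SD while starting fluorescence stays within three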;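 further: channel opened by potassium depolarization with thallium stimulus after 20 min compound exposure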
KCNK9 block: inhibitors of human KCNK9 two-pore domain potassium channel | 310,000 tested, 1.2% active | B-score at 10 µM | HEK293 KCNK9, FluxOR thallium flux fluorescence; hits give low values | AID 488922;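 active means ratio B-score over 3 SD below the library mean, with starting fluorescence within 5 SD of its mean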;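 further: negative B-score means less thallium flux so channel inhibition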
Target sequence (Q9NPC2 whole entry, looked up, the tested form may be a part): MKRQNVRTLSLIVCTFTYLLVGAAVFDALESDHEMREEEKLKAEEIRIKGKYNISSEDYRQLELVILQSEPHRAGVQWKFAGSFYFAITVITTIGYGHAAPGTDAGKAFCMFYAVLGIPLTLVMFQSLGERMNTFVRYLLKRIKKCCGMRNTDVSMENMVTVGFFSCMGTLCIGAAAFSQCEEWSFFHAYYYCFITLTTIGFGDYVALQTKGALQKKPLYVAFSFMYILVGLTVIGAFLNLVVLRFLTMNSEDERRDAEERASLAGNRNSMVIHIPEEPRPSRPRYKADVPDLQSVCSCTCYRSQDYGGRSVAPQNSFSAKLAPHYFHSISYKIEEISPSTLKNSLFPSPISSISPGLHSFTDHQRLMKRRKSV
hERG rescue: hERG (human) protection from proarrhythmic block. Q12809. CHO-hERG, FluxOR thallium flux, dofetilide IC70 present. activation (rescue from dofetilide block), less the hit threshold, % at 10 µM. 310,000 tested, 0.51% active. AID 1511;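 active means activation above the mean of controls blocked by dofetilide plus 5 SD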;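 further: thallium influx through hERG after potassium depolarization seen as dye fluorescence rise; in these data hits start at about 4.7%; inactives centre near -7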
TRPC4 inh: inhibitors of mouse TRPC4 channel | HEK293 TRPC4beta/mu-opioid, DAMGO-evoked Fluo4 calcium flux; hits give low values | B-score at 10 µM | 300,000 tested, 0.39% active | AID 2247;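 active means B-score over 3 SD under the library average, no early fluorescence shift, positive overall ratio signal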
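Assay system: HEK293 cells with stable TRPC4beta plus mu-opioid receptor expression. Dosing: single dose. Measured by: Fluo4 Ca2+ flux fluorescence. Also added: DAMGO in two steps, submaximal then maximal. Read-out: B score from integrated Fluo4 fluorescence ratio.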
* marks the source's active call; other numbers are inactive results; i = inactive; nt = no result given. A portion of the library, so the mix of outcomes need not match the whole.

SMILES,hERG rescue,Dyrk1A ADPGlo,KCNK9 block,TRPC4 PAM,KCNQ1 inh,TRPC4 act,KCNQ1 act,KCNK3 block,TRPC4 inh,Platelet DG rel,PolyA inh
O=C(NCC(c1ccco1)N1CCCC1)c1cccc(S(=O)(=O)Nc2ccc(Br)cc2)c1 (stereo unspecified),-17,-5,i,i,i,i,i,i,i,-18,i
Cn1nnc(NC(=O)c2ccc3ccccc3c2)n1,-8,6,i,i,i,i,i,i,i,-40,i
COCC(=O)Nc1ccccc1Br,-3,-1,i,i,i,i,i,i,i,7,i
O=C1CSC(=S)N1/N=C/c1cc(Br)ccc1O,7.1*,nt,i,i,i,i,i,nt,i,-2,i
CC(Sc1nnc(C(F)(F)F)n1C)C(=O)NC(N)=O (stereo unspecified),-7,nt,i,i,i,i,i,i,i,-2,i
O=C(NN1C(=O)c2ccccc2NC1c1ccccn1)c1ccccc1 (stereo unspecified),-7,4,i,i,i,i,i,i,i,0,i
CCOc1ccccc1NC(=O)CN1C(=O)COc2ccc(Cl)cc21,-8,nt,i,i,i,i,i,i,i,-2,i
COc1cccc(C2CC(C(F)(F)F)n3ncc(C(=O)NC(C)(C)C)c3N2)c1 (stereo unspecified),1,0,i,i,i,i,i,i,i,-3,nt
COc1ccc(-c2nc3ccccn3c2NC2CCCCC2)cc1SC1CCCCC1,-32,-7,i,i,i,i,i,i,i,2,i
O=C(c1cccs1)N1CCN=C1SCc1cccc(F)c1,-14,-1,i,i,i,i,i,i,i,8,i
O=C(NCCCc1ccncc1)C1CCC(=O)N(Cc2ccc(Cl)cc2)C1 (stereo unspecified),-8,-5,i,i,i,i,i,i,i,1,nt
CC(C)(C)NC(=O)C1CCN(C(=O)c2ccc(-c3ccccc3)cc2)CC1,-6,10,i,i,i,i,i,i,i,-1,i
Fc1ccc(-c2[nH]ncc2CN2CCN(c3ccc(F)cc3)CC2)cc1,-12,1,i,12*,i,i,i,i,i,2,i
Nc1ccccc1C(=O)NCCCN1CCOCC1,-10,0,i,i,i,i,i,i,i,-4,i
Cc1ccc(NC2=Nc3ccccc3CS2)cc1,-8,-5,i,i,i,i,i,i,i,-13,i
COC(=O)c1cc(S(=O)(=O)NCC2CCN(Cc3ccccc3F)CC2)c[nH]1,-4,-3,i,i,i,i,i,i,i,-3,i
O=C(O)c1cccc(Cn2cc(Br)cn2)c1,0,0,i,i,i,i,i,i,i,-2,i
CC1=NNC(=O)C1CC(=O)N/N=C(\C)c1ccco1 (stereo unspecified),-6,0,i,i,i,i,i,i,i,-5,i
Cc1cccn2c(=O)c(/C=C(\C#N)C(=O)NC3CCS(=O)(=O)C3)c(Oc3ccc(F)cc3)nc12 (stereo unspecified),-10,-3,i,i,i,i,i,i,i,-3,i
COc1cc(C(=O)NC(=S)NCc2ccco2)cc(OC)c1OC,-8,-4,i,i,i,i,i,i,i,-4,i
OC(c1ccccc1)c1nccn1Cc1ccccc1 (stereo unspecified),-9,12,i,i,i,i,i,i,i,5,nt
O=C(Cc1cccc2ccccc12)N1CC[C@@]2(O)CCCC[C@H]2C1,-10,-3,i,i,i,i,i,i,i,-9,i
Oc1ccccc1CNc1ccc(OC(F)(F)F)cc1,-5,5,i,i,i,i,i,i,i,1,i
CCOC(=O)c1cnn(Cc2ccccc2)c1N,-7,-2,i,i,i,i,i,i,i,6,i
CCn1ncc(Br)c1C(=O)Nc1nccs1,-14,4,i,i,i,i,i,i,i,2,i

The list continues:
SMILES,hERG rescue,Dyrk1A ADPGlo,KCNK9 block,TRPC4 PAM,KCNQ1 inh,TRPC4 act,KCNQ1 act,KCNK3 block,TRPC4 inh,Platelet DG rel,PolyA inh
Cc1cc[n+](CC(=O)Nc2cc(C(F)(F)F)ccc2Cl)cc1,4.9*,nt,i,i,i,i,i,i,i,-7,i
O=C(COC(=O)c1ccc[nH]c1=O)NC1CCCc2ccccc21 (stereo unspecified),-14,3,i,i,i,i,i,i,i,7,i
O=c1[nH]c(/C=C/c2ccc(OC(F)F)cc2)nc2c1cnn2-c1ccccc1,-7,0,i,i,i,i,i,i,i,-8,i
Cc1nc2c(Br)c3nc(C(F)(F)F)[nH]c3c(Br)c2[nH]1,-7,6,i,i,i,i,i,i,i,0,i
Cc1c(C(=O)Nc2nnc(SCc3ccccc3Cl)s2)cccc1[N+](=O)[O-],1,4,i,i,i,i,i,i,i,-2,i
Cc1ccc(CNc2ccc(S(=O)(=O)N3CCOCC3)cc2[N+](=O)[O-])cc1,-14,-3,i,i,i,i,i,i,i,-5,i
CN(C)/C=C/C(=O)/C=C/c1ccc(Cl)cc1,-10,3,i,i,i,i,i,i,i,4,i
Cc1ccc(NC(=O)NCC(c2ccccc2)N(C)C)cc1 (stereo unspecified),-6,2,i,i,i,46*,i,i,i,-10,i
O=C(CSc1nc2ccc(NC(=O)CSc3nnnn3-c3ccccc3)cc2s1)Nc1ccccc1,0,-8,i,i,i,i,i,i,i,-9,i
COc1ccc(N=Cc2c(O)c3ccccc3oc2=O)cc1,-12,9,i,i,i,i,i,i,i,3,i
COc1ccccc1NC(=O)COc1ccc(C(=O)OCC(=O)NC(C)(C)C)cc1OC,-9,-6,i,i,i,i,i,i,i,-1,i
O=C(NCCc1ccccc1)c1ccc(CS(=O)Cc2cccc(Cl)c2)o1 (stereo unspecified),-9,0,i,i,i,i,i,i,i,-9,i
COc1ccc(C)cc1NC(=O)Nn1cnnc1,-12,-11,i,i,i,i,i,i,i,0,i
Cc1oc(C(C)(C)C)cc1C(=O)NC1CCN(Cc2ccccc2)CC1,-5,nt,i,i,i,i,i,i,i,-2,i
Cc1cnc(C(=O)OCC(=O)c2ccc(-c3ccccc3)cc2)cn1,-7,1,i,i,i,i,i,i,i,15,i
O=C(NCCc1ccccc1)C1CC1,-1,1,i,i,i,i,i,i,i,-1,i
CN(C)c1nc(SCC(=O)Nc2ccccc2)nc(N2CCOCC2)n1,-2,nt,i,i,i,i,i,i,i,-4,i
O=C(NCCC1CCCCN1S(=O)(=O)c1ccc(Cl)cc1)C(=O)NCc1cccnc1 (stereo unspecified),-9,nt,i,i,i,i,i,i,i,-1,i
O=C(CSc1ncccn1)N/N=C/c1cccc([N+](=O)[O-])c1,-3,-1,i,i,i,i,i,i,i,9,i
Cc1cccc2cc(/C=N/NC(=O)CN3CCCCC3)c(Cl)nc12,-8,nt,i,i,i,i,i,nt,i,1,i
CCOC(=O)C1CCN(C(=O)c2cn(C)c(=O)c3cc(OC)c(OC)cc23)CC1,-9,-4,i,i,i,i,i,i,i,-2,i
COc1ccccc1/C=N/NC(=O)C(=O)N1CCN(c2ccccc2OC)CC1,-4,-1,i,i,i,i,i,i,i,6,i
CCOc1ccc(NS(=O)(=O)c2ccc(NS(=O)(=O)c3ccc(SC)cc3)cc2)cc1,-10,5,i,i,i,i,i,i,i,-9,nt
CC1=CC(=O)C=C(C)C1=NOc1ccc([N+](=O)[O-])cc1,-8,1,i,i,i,i,i,i,i,-2,i
Cn1c(NC(=O)/C=C/c2ccco2)cc(=O)n(C)c1=O,-5,-5,i,i,i,i,i,i,i,1,i

(next part)
SMILES,hERG rescue,Dyrk1A ADPGlo,KCNK9 block,TRPC4 PAM,KCNQ1 inh,TRPC4 act,KCNQ1 act,KCNK3 block,TRPC4 inh,Platelet DG rel,PolyA inh
O=S(Cc1cc(Oc2ccccc2)nc(-c2ccccc2)n1)c1ccccc1 (stereo unspecified),-11,8,-18*,i,i,i,i,-10*,i,9,i
O=C(NCc1ccco1)C(=O)N1CCCC1,-3,-7,i,i,i,i,i,i,i,-4,i
CC1Cc2ccccc2N1Cc1nc2cc(C(F)(F)F)ccc2c(=O)[nH]1 (stereo unspecified),-10,6,i,i,i,i,i,i,i,6,i
CCC1CCCCN1S(=O)(=O)c1ccc(NC(=O)CSc2ncccc2C(=O)O)cc1 (stereo unspecified),-4,3,i,i,i,i,i,i,i,-13,i
COc1ccc(OCCNC2CCCC2)cc1,-11,-2,i,i,i,i,i,i,i,-8,i
CCCn1c(=O)c2c(C(=O)OCC)cc(-c3ccco3)nc2n(CCC)c1=O,-15,2,i,i,i,i,i,i,i,-1,i
OCCN1CCN(c2nc(-c3ccccc3O)nc3ccccc23)CC1,-14,19,i,i,i,i,i,i,i,6,i
FCCCOc1ccc(-c2nccc(-c3ccc(F)cc3)n2)cc1,-5,2,i,i,i,i,i,i,i,-5,i
N#Cc1ccc(CN2C=NS(=O)(=O)c3ccccc32)cc1,-2,-1,i,i,i,i,i,i,i,-4,i
O=C(NNC(=S)Nc1ccccc1)c1ccc(O)cc1,-7,9,i,i,i,i,i,i,i,4,i
O=C(Nc1ccc2c(c1)OCCO2)C1CCN(S(=O)(=O)Cc2ccccc2)CC1,-6,-4,i,i,i,i,i,i,i,1,i
C=CCC1(Cl)C(=O)C(Cl)=C(N2CCOCC2)C1(OC)OC (stereo unspecified),-2,3,i,i,i,i,i,i,i,-29,i
Cn1c(CNC(=O)c2ccc(Cl)c(Cl)c2)nnc1SCC(=O)Nc1sc2c(c1C#N)CCCC2,-13,1,i,i,i,i,i,i,i,-3,i
O=C1OCCC1Sc1nc2ccccc2n1Cc1ccccc1 (stereo unspecified),-8,2,i,i,i,i,i,i,i,-3,i
Cn1c(=Nc2ccccc2)sc2ccccc21,0,-6,i,i,i,i,i,i,i,0,i
CN1C(=O)NC(NC(=O)c2cccs2)(C(F)(F)F)C1=O (stereo unspecified),-17,-4,i,i,i,i,i,i,i,-3,i
O=C1c2ccccc2C(=O)N1CCCOCc1c[nH]c(=O)[nH]c1=O,-11,0,i,i,i,i,i,i,i,-1,i
Cc1ccc(-n2c(CNc3ccc(F)cc3)nnc2SCC(=O)NCc2ccco2)cc1,-11,4,i,i,i,i,i,i,i,3,i
O=[N+]([O-])c1ccc(CS(=O)(=O)c2ccc(Cl)cc2)cc1,-6,2,i,i,i,i,i,i,i,4,i
CSc1nc2sc3c(c2c(=O)n1C)CCC3,-2,0,i,i,i,i,i,i,i,9,i

Screening data (PubChem BioAssay)
